Source: PubChem
hgDAF-12 ag = activates the H. glycines DAF-12 receptor ligand-binding domain | HEK293 GAL4-hgDAF12 UAS-luciferase reporter, agonist luminescence; normalized to butyrate control | activation, % at 6.8 µM | AID 687014 | 370,000 tested, 1.8% active;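 active means activation above a cutoff set at the mean of all screened compounds plus 3 SD, cut at about 10% in these data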;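 further: 0% = DMSO wells and 100% = sodium butyrate wells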
DAX1 inh-1 = inhibitors of human orphan nuclear receptor DAX1 (NR0B1); HEK293 Gal4-DAX1 luciferase reporter, luminescence; P51843; 340,000 tested, 0.99% active; inhibition, % at 6.75 µM; AID 504766;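 active means inhibition above the mean over all tested compounds plus 3 SD, cut at about 4.2% in these data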;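 further: 0% = DAX1-transfected cells with DMSO and 100% = empty-vector control cells with DMSO; inhibition shows as a rise in luminescence from relieved DAX1 repression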
Target sequence (P51843 207-470 limits assumed): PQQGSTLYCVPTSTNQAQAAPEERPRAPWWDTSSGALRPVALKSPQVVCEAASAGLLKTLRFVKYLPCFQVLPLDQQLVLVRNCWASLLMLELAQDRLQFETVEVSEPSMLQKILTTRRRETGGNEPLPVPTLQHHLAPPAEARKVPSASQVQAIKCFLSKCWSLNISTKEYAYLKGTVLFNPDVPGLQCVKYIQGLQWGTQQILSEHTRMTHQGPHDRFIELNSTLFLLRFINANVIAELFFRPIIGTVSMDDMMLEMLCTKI
ADAM10 inh = inhibitors of human ADAM10; O14672; recombinant ADAM10, EDANS/DABCYL FRET peptide cleavage, 3 h; inhibition, % at 7 µM; 370,000 tested, 0.62% active; AID 720582;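 active means inhibition above a per-campaign cutoff equal to the mean of compounds falling between control-based bounds plus 3 SD, cut at about 20% in these data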;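 further: 0% = DMSO wells while the 100% control is not disclosed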
SMARCA2 activ = activators of SMARCA2 function. activation, % at 9.1 µM. MG213 cells, MMTV-luciferase reporter, dexamethasone, overnight. AID 652017. 370,000 tested, 1% active; in the data active means activation above about 7.8%;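 further: 0% = vehicle wells and 100% = reference activator wells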
hcDAF12 agonist = activators of H. contortus DAF-12 nuclear receptor; HEK293 hcDAF-12 lit1-tk-luc reporter, luminescence; 0% DMSO, 100% Δ7-dafachronic acid; activation, % at 6.8 µM; 370,000 tested, 1.4% active;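 active means activation above the mean of all tested compounds plus 3 SD, cut at about 5.5% in these data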;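 further: 100% = response to 3 µM Δ7-dafachronic acid high control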
NPR1 activator = GC-A (human) enzyme activation; P16066; HEK293 GC-A cells, cGMP TR-FRET, EC30 ANP; 0% at EC30 ANP, 100% saturating ANP; activation, % at 10 µM; 370,000 tested, 0.14% active; AID 1671463; in the data active means activation above about 40%
FXN GAA850 act = increases GAA850 frataxin promoter reporter activity | HEK293 lucGAA850 FXN promoter luciferase reporter, 24 h; percent of 10 µM SAHA response | 360,000 tested, 0.56% active | activation, % at 6 µM | AID 540364;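 active means activation above the average of all compounds screened plus 3 SD, cutoff fixed separately per campaign, cut at about 7.5% in these data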;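 further: 0% = DMSO wells and 100% = 10 µM SAHA wells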
ssDAF12 agonist = activators of S. stercoralis DAF-12 nuclear receptor; HEK293 ssDAF-12/GRIP1 lit1-tk-luc reporter, luminescence; % of 3 µM dafachronic acid response; activation, % at 6.8 µM; 370,000 tested, 1% active;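 active means activation above the mean over all tested compounds plus 3 SD, cut at about 0.9% in these data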;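 further: 0% = DMSO-only wells and 100% = 3 µM delta7-dafachronic acid wells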
sPLA2-III inh = Blocks human group III sPLA2 activity; inhibition, % at 12.2 µM; AID 743126; QFRET BODIPY PC-A2 liposome hydrolysis, fluorescence; 370,000 tested, 0.56% active;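 active means inhibition above mean plus 3 SD of compounds lying within the high and low control bounds, cut at about 19% in these data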;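 further: 0% = median of test compound wells and 100% = no enzyme DMSO wells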
Target sequence (Q9NZ20 whole entry, looked up): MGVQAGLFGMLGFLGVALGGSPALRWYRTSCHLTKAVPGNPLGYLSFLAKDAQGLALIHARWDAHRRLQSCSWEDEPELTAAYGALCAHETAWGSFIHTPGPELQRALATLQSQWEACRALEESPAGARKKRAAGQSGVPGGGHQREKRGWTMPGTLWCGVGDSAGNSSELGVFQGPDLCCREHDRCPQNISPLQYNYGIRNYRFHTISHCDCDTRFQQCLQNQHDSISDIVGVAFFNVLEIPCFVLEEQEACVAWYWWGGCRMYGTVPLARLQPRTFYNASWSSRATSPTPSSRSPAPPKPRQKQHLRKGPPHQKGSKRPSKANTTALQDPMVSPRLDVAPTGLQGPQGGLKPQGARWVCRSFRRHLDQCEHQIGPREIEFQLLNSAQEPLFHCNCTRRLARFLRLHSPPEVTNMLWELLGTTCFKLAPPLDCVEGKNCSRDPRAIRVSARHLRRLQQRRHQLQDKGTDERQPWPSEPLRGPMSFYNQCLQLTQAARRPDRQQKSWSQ
GC-B act = GC-B (human) receptor activation | P20594 | HEK293-GC-B cells, CNP EC30, cGMP TR-FRET; 0% at EC30 CNP, 100% saturating CNP | activation, % at 10 µM | 370,000 tested, 0.11% active | AID 1920062;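 active means activation at 10 µM reaching about 35% in either raw or pattern-adjusted values, limit read from the data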
DAX1 inh-2 = DAX1 (NR0B1) inhibition, primary screen. 370,000 tested, 1.1% active. AID 652010. HEK293T StAR-luciferase reporter, SF-1/DAX-1 repression relief. inhibition, % at 6.8 µM;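 active means inhibition above the mean over all tested compounds plus 3 SD, cut at about 3.6% in these data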;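 further: 0% = DAX-1 cells with DMSO and 100% = cells lacking DAX-1 with DMSO; higher inhibition means more luminescence from relief of DAX-1 repression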
Starred values were filed as active, the others as inactive; · = not tested or not shown.

SMILES	hgDAF-12 ag	DAX1 inh-1	ADAM10 inh	SMARCA2 activ	hcDAF12 agonist	NPR1 activator	FXN GAA850 act	ssDAF12 agonist	sPLA2-III inh	GC-B act	DAX1 inh-2
Nc1ccccc1C(=O)Nc1ccc(Cl)cc1Cl	6.9	3.2	-110	4	3.5	2	4.8	-0.3	13	-2	0.8
O=C(NNC(=O)c1ccc(-c2ccccc2)cc1)Nc1ccccc1	-2.0	0.9	-9	-2	-0.8	7	1.8	-0.1	-11	-2	0.0
O=C(Nc1cccc(O)c1)c1ccc(NC(=O)C2CCCO2)cc1 (centres undefined)	7.1	-1.0	4	2	5.2	-2	3.5	-0.6	6	-1	1.1
Cc1cc(C)cc(C(=O)NCC(=O)N2CCC(C(N)=O)CC2)c1	0.3	1.0	-9	-1	-1.0	3	1.4	-1.4	0	2	0.9
CC(C)(C)c1ccc(C(=O)C2CCCN(C(=O)c3ccccn3)C2)cc1 (centres undefined)	-3.0	-1.0	2	1	-2.4	0	0.4	-1.5	-5	3	-1.1
Cc1cc(CC(=O)O)n(C)c1C(=O)c1ccc(Cl)cc1	3.6	-0.1	-7	-2	-1.4	0	-0.6	-0.8	2	4	1.2
O=C(NCc1ccco1)C1CCN(S(=O)(=O)c2ccc(-n3cnnn3)cc2)CC1	0.9	0.8	0	2	-0.8	-9	0.0	-1.3	-2	-1	-0.3
Cc1ccc(S(=O)(=O)N2[C@H](c3ccc(Cl)cc3)CC(=O)[C@@H]3CN(S(=O)(=O)c4ccccc4C)[C@H](c4ccc(Cl)cc4)C[C@@H]32)cc1	2.9	·	2	-2	0.7	0	·	-0.2	-8	0	-1.5
Cc1nnc(Oc2ccc([N+](=O)[O-])cc2)c2ccccc12	1.4	1.1	8	6	-2.5	1	0.8	-1.2	6	3	0.0
O=C(NN1CCOCC1)c1cc(-c2ccc(Cl)c(Cl)c2)nc2ccccc12	-0.7	0.7	-4	-2	-1.9	-4	-1.5	-0.9	-2	-8	-0.9
Cn1c(=O)n(CC(=O)NCC2CCCO2)c(=O)c2c3c(sc21)CCCC3 (centres undefined)	4.5	0.1	0	0	0.1	1	0.7	-1.1	6	3	-0.4
O=C(N/N=C/c1c(-c2ccccc2)[nH]c2ccccc12)c1cccnc1	18*	-0.3	-17	0	1.2	-3	-3.6	-0.5	7	-3	-1.8
Cc1ccc(C(=O)CSc2n[nH]c(C)n2)cc1	1.2	0.1	-2	2	1.1	2	3.3	-1.1	-9	5	0.4
CC(C)NS(=O)(=O)c1ccc(CCC(=O)NCc2ccccn2)cc1	-0.2	0.1	-5	-5	-0.1	5	-0.1	-1.3	11	0	0.3
Cc1ccc(S(=O)(=O)NCCC(=O)NCC(c2cccs2)N2CCOCC2)cc1 (centres undefined)	0.4	1.5	-16	0	0.2	1	1.5	-1.1	7	-3	-0.5
Fc1ccccc1Oc1nc(-c2ccncc2)nc2ccccc12	-0.6	0.2	-7	-3	-0.9	-27	4.5	-0.7	1	-8	-0.1
COc1ccc(C(=O)C[n+]2cccc(C)c2)cc1	-1.5	-0.7	0	0	-1.2	3	5.8	-1.8	-5	2	0.2
CC(C)CCOP(=O)(c1ccc(N(C)C)cc1)C(O)c1ccc(N(C)C)cc1 (centres undefined)	-1.5	1.0	-8	-2	-0.5	1	1.4	-0.8	4	-2	-0.1
COc1ccc(CN2C(=O)c3oc4ccccc4c(=O)c3C2c2ccc(O)c(OC)c2)cc1 (centres undefined)	-0.6	1.0	1	-6	-0.4	0	-0.1	-1.2	3	1	-0.6
CCOC(=O)c1c(CSc2ccsc2)n(C)c2cc(Br)c(O)c(CN(C)C)c12	0.7	-1.6	12	-2	-2.1	-17	7.8*	-0.3	-17	-12	-0.9
O=C(NCC(c1cccnc1)N1CCOCC1)c1cccc(Cl)c1 (centres undefined)	1.2	0.5	1	-2	0.2	-2	0.7	-0.5	-3	4	-0.5
O=C(Nc1cccc([N+](=O)[O-])c1)NC1CCCCN(Cc2ccc(Cl)cc2)C1=O (centres undefined)	0.9	·	18	-4	-3.7	2	·	-1.9	-27	-6	-0.9
O=C(NCc1n[nH]c(=S)n1-c1ccc(F)cc1)c1ccc(S(=O)(=O)N2CCOCC2)cc1	-1.9	-0.3	-8	-1	-1.5	-1	0.6	-0.6	7	-2	-0.2
O=C(Cn1cnc2c(nnn2Cc2ccccc2)c1=O)c1ccccc1	-1.1	0.0	-1	-2	-1.3	9	-0.3	-1.5	-34	7	-0.9
CN1CCC(=C(c2ccccc2)c2ccc(Br)cc2)CC1	-0.9	-1.8	-4	0	-0.9	-46	-0.8	-1.5	13	-20	-0.3
O=C(CSc1ccc(-c2ccco2)nn1)c1ccc(F)cc1	-0.3	1.2	19	-3	0.6	-4	0.8	0.2	-23	1	-0.1
COc1ccccc1/C=C1/SC(=O)N(CCC(=O)Nc2ccc(S(=O)(=O)Nc3nccs3)cc2)C1=O	0.4	0.1	7	0	-1.6	-10	1.6	-1.7	-110	9	1.1
COc1ccccc1NC(=S)NC(=O)CC(C)C	1.2	-0.1	4	0	-1.9	2	0.6	-1.5	16	0	-0.6
COc1ccc(CNC(=O)C[C@@H]2C[C@H]3c4cc(NC(=O)C5CCC5)ccc4O[C@H]3[C@@H](CO)O2)cc1	-0.9	0.3	-11	2	-1.4	-1	0.6	-1.7	4	6	-0.5
CN(C)CCNC(=O)c1cc2c(=O)n(C)c3ccccc3c2n1C	-0.8	4.0	-58	4	5.4	6	2.6	-0.5	1	-6	0.4
O=C(NCCN1CCCC1)c1ccc(Cl)cc1	3.7	-1.4	-2	0	-0.9	1	2.8	-1.5	-4	4	0.1
O=C(NN=C1CCCC1)c1[nH]c2ccc(Br)cc2c1-c1ccccc1	-0.1	·	-6	0	1.1	3	·	-0.6	0	-4	-0.2
Cc1cc(/C=C2\NC(=O)N(Cc3ccc(Cl)cc3)C2=O)c(C)n1C	-0.4	0.8	-18	-3	-3.1	13	0.0	-1.3	-3	13	-0.8
CCOC(CCNC(=O)c1cn(C)c(=O)c2c1c1ccccc1n2C)OCC	4.1	-0.3	-113	-1	-1.0	-1	-0.2	0.0	5	3	-0.3
Cc1c(C(=O)N2CCOCC2)c(S(=O)(=O)Nc2ccc(F)cc2)c(C)n1C	0.5	0.7	-4	-3	-1.3	0	0.4	-0.6	3	-9	-0.1
CC(=O)c1cccc(Nc2nc(-c3cccnc3)cs2)c1	8.4	0.8	3	2	0.2	5	5.0	-0.1	-10	14	0.7

The final 3 records of the part before come first, to join the parts:
SMILES	hgDAF-12 ag	DAX1 inh-1	ADAM10 inh	SMARCA2 activ	hcDAF12 agonist	NPR1 activator	FXN GAA850 act	ssDAF12 agonist	sPLA2-III inh	GC-B act	DAX1 inh-2
CCOC(CCNC(=O)c1cn(C)c(=O)c2c1c1ccccc1n2C)OCC	4.1	-0.3	-113	-1	-1.0	-1	-0.2	0.0	5	3	-0.3
Cc1c(C(=O)N2CCOCC2)c(S(=O)(=O)Nc2ccc(F)cc2)c(C)n1C	0.5	0.7	-4	-3	-1.3	0	0.4	-0.6	3	-9	-0.1
CC(=O)c1cccc(Nc2nc(-c3cccnc3)cs2)c1	8.4	0.8	3	2	0.2	5	5.0	-0.1	-10	14	0.7
CC(C)(C)NC(=O)c1cc(-c2ccccc2)n[nH]1	0.1	0.0	8	2	-0.4	1	1.9	-2.0	3	1	-0.2
COC(=O)c1cnn(C(=O)c2ccccc2Br)c1N	3.4	-0.7	0	-3	-0.6	6	-1.2	-1.5	6	7	-0.5
COc1ccc(CCNC(=O)CN2c3cccc4cccc(c34)S2(=O)=O)cc1	0.5	-0.4	-158	-1	-1.0	1	0.3	-1.0	-1	2	0.1
O=C(NCc1ccc(F)cc1)c1ccc[nH]1	-1.6	3.4	-6	1	-1.1	-1	1.2	-1.4	2	5	0.9
COc1ccc(Nc2nccc3c2ncn3C)cc1	11*	1.0	-5	4	6.6*	-1	5.0	0.3	6	-4	3.5
CCc1cccc(C)c1NC(=O)COC(=O)c1ccc2c(c1)S(=O)(=O)c1ccccc1C2=O	1.4	-1.2	0	-2	0.9	4	-2.2	-0.4	2	2	0.1
CC(C)NC(=O)c1onc(CSc2cccc(F)c2)c1C(=O)O	-0.4	0.4	0	1	-1.9	2	1.9	-0.9	-1	2	0.2
COc1ccc(CN(C)c2ncnc(N)n2)cc1	0.8	0.4	2	0	-1.1	1	6.1	-0.8	0	1	0.4
COc1ccc(C(=O)c2ccc(OC)c3cccc(O)c23)cc1OC	0.6	-1.2	3	0	-1.7	-3	-1.5	-1.3	-18	-5	-0.5
COc1ccc(CC(=O)NCCN2CCCC2)cc1	2.8	-1.2	-11	-2	1.9	4	-0.2	-1.1	0	-2	0.2
CCOC(=O)c1cc(C#N)c(SCc2ccc(C#N)cc2)nc1C	-0.2	-0.3	-7	-1	2.8	1	0.2	1.1*	-5	-5	-0.1
CCOC(=O)CNS(=O)(=O)c1cc(-c2nn(C)c(=O)c3ccccc23)ccc1C	-0.8	-0.6	2	0	-0.7	-1	0.2	-1.1	-3	10	0.3
Cc1ccc2oc(-c3cccc(NC(=S)NC(=O)/C=C/c4ccco4)c3)nc2c1	-5.8	0.5	-12	-2	0.3	-7	-3.7	-1.1	2	-3	-2.3
CCCCCCC(=O)N=Nc1c(O)[nH]c2ccc([N+](=O)[O-])cc12	-3.3	0.0	0	-3	-1.4	13	3.3	-1.4	7	9	0.0
CCC(Sc1nc2ccncc2[nH]1)C(=O)Nc1cc(Cl)ccc1C (centres undefined)	-3.2	-0.6	-5	-8	-2.3	-2	-0.5	-0.1	-25	0	-0.6
O=C(/C=C/c1ccc([N+](=O)[O-])cc1)NNC(=O)C1CC1	-2.1	0.4	-4	-2	-1.1	-2	1.0	-0.5	1	3	0.3
COc1ccc(N2CCN(Cc3cc(=O)oc4ccc5ccccc5c34)CC2)cc1	0.2	-0.2	-10	-4	-0.1	-2	0.8	-0.5	-8	-2	-0.8
O=C(C1CCN(C2CCN(C/C(Cl)=C/c3ccccc3)CC2)CC1)N1CCOCC1	-0.9	-0.4	-1	0	1.2	-3	0.3	-1.5	0	8	0.1
Cc1cc(C)nc(-n2ncc3c2CC(c2ccccc2C)CC3=O)n1 (centres undefined)	-0.4	-2.1	3	2	0.2	8	1.3	-1.5	1	16	0.5

Only DAX1 inh-1 and GC-B act, for 3 of the compounds above:
mol	DAX1 inh-1	GC-B act
COc1ccccc1/C=C1/SC(=O)N(CCC(=O)Nc2ccc(S(=O)(=O)Nc3nccs3)cc2)C1=O	0.1	9
COc1ccccc1NC(=S)NC(=O)CC(C)C	-0.1	0
COc1ccc(CNC(=O)C[C@@H]2C[C@H]3c4cc(NC(=O)C5CCC5)ccc4O[C@H]3[C@@H](CO)O2)cc1	0.3	6
